# RORg inh: blocks mouse ROR gamma transcriptional activity; 310,000 tested, 5.4% active; Potency, µM (top dose mostly 53.6 µM), for inactives: at the top dose activity change, negative = inhibition, hits mostly inhibitors; Drosophila S2 Gal4-RORgamma UAS-luciferase reporter, 20 h; P51450; also: potency is read from the fitted curve at half-maximal effect; % is scaled to controls: 0 for no effect and ±100 for the full control effect; nearly all actives have a fitted effect of over 60% in size
# Target sequence (P51450 whole entry, looked up, the tested form may be a part): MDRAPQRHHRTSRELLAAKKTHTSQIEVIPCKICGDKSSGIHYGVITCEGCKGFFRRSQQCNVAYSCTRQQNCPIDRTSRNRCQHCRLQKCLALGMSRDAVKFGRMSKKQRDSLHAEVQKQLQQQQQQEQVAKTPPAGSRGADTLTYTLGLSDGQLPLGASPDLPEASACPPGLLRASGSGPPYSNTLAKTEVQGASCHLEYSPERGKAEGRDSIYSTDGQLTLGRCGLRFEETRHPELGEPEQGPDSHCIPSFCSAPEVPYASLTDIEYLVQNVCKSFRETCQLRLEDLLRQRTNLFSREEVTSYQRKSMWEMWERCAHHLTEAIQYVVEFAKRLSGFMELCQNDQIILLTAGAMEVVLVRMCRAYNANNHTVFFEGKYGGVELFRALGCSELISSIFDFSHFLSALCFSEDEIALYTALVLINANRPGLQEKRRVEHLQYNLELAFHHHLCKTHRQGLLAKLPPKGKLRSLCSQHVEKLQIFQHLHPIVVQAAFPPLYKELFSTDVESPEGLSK
#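 Luminescence from a UAS-regulated Photinus luciferase reporter in stably transfected Drosophila Schneider cells is measured; decreased signal marks ROR gamma inhibition. Fusion expression is induced by 700 uM copper sulfate for 20 hr.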
# TRPV1 ag: activates the human vanilloid receptor TRPV1; Q8NER1; TRPV1-expressing cells, Fluo-8 calcium influx, agonist mode; activation, % at 8.33 µM; 320,000 tested, 0.19% active; in the data active = activation above about 80%; inconclusive = between about 30% and that limit; also: 0% is about no effect
#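 Fluo-8 calcium influx in TRPV1-expressing cells, kinetic read (ex 480/em 520 nm). Compound added and read 3 min for agonist activity, followed by capsaicin at EC20 final and 2 min further read for enhancement.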
# Tb PFK inh: inhibitors of T. brucei phosphofructokinase | Potency, µM (series often up to 57.5 µM), for inactives: at the top dose activity, negative = inhibition, most hits filed as inhibitors | 330,000 tested, 0.17% active | O15648 | T. brucei PFK, ADP-Glo luminescence;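 also: potency is read from the fitted curve at half-maximal effect; 0% = uninhibited 1x PFK enzyme wells and -100% = no-enzyme wells; nearly all actives have a fitted effect of over 60% in size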
#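 1.25 nM PFK with 0.5 mM F6P and 0.1 mM ATP in 0.1 M TEA pH 8.0, 5 mM MgCl2, incubated 45 min at room temperature; ADP measured by ADP-Glo luminescence; compounds titrated up to 57 uM.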
# ELG1 genotoxic: induces genotoxicity in HEK293T cells with luciferase-tagged ELG1; HEK293T ELG1-luciferase reporter, luminescence, 16 h; Potency, µM (titrated, usually from 46 µM), inactives show at the highest dose activity change, positive = activation, usual class: activators; 330,000 tested, 1.3% active; also: potency is read from the fitted curve at half-maximal effect; % of control where 0% means no effect; nearly all actives have a fitted effect of over 60% in size
#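 Reporter readout depends on ELG1 protein level, which increases with genetic stress. After 16 hr compound exposure at 37 °C, luciferase activity was quantified using ONE-Glo.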
# FLuc counter: inhibits or activates purified firefly luciferase, miR-21 counter-screen; purified FLuc, Km substrates, luminescence inhibition; P08659; Potency, µM (series often up to 57.5 µM), inactives show at the highest dose activity change, negative = inhibition, most hits filed as inhibitors; 360,000 tested, 6.9% active;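 also: potency is read from the fitted curve at half-maximal effect; plate controls were vehicle for no effect and reference inhibitor for full effect; nearly all actives have a fitted effect of over 55% in size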
# Target sequence (P08659 whole entry, looked up): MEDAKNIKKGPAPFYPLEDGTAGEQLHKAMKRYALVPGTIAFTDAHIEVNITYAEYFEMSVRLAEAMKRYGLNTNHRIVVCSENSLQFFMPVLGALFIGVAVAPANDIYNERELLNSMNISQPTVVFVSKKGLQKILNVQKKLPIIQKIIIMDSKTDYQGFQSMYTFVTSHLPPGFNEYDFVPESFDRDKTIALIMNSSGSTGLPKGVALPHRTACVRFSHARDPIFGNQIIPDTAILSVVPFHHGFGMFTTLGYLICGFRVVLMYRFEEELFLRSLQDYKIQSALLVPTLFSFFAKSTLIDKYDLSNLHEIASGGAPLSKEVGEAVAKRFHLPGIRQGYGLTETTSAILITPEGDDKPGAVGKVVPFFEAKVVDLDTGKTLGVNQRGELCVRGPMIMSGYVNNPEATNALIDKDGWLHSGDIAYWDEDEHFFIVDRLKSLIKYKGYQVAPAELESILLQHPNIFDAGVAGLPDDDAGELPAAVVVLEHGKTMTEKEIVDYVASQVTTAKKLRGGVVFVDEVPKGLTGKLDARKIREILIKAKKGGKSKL
#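 Biochemical qHTS of compounds, final roughly 60 µM downward over six points, against 10 nM purified firefly luciferase using Km concentrations of substrates (10 uM D-luciferin, 10 uM ATP) in Tris acetate pH 7.5 buffer; luminescence output.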
# p53 reactivation: mutant p53 re-activation in reporter cells. AID 504706. H1299 p53-A138V BP100-luciferase reporter, luminescence, 24 h. Potency, µM (series often up to 92.2 µM), inactives show at the top dose activity change, positive = activation, most hits filed as activators. 320,000 tested, 0.063% active; also: potency is read from the fitted curve at half-maximal effect; % of control where 0% means no effect; nearly all actives have a fitted effect of over 45% in size
#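 p53-null H1299 cells stably carrying temperature-sensitive p53-A138V and a BP100-luciferase reporter were pinned with compounds (4-point, 1:5 series) and held 24 hrs at 37 deg C. Luminescence was read 10 min after detection reagent.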
# BRCA1 expr act: BRCA1 expression activation. MCF7-BRCA1-FFLuc reporter, luminescence, 48 h; response scale: scaled: vehicle 0%, 10 µM genistein 100%. Potency, µM (highest dose often 46.1 µM), inactives show top-dose activation, usual class: activators. 380,000 tested, 1.1% active. AID 624202; also: potency is read from the fitted curve at half-maximal effect; nearly all actives have a fitted effect of over 80% in size; some results filed as inactive show a strong effect at the top dose
#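 Compounds are tested at multiple concentrations on MCF7 BRCA1-luciferase reporter cells seeded at 2000 per well; after 48 h, a single luminescence end-point is taken and curves fitted to the normalized data.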
# ELG1 DNA repair: ELG1-dependent DNA repair inhibition; Potency, µM (series often up to 46.1 µM), for inactives: at the top dose activity change, negative = inhibition, actives largely listed as inhibitors; HEK293T ELG1-luciferase reporter, luminescence, 16 h; DNA damage induced by 5-fluorouridine; 330,000 tested, 2.3% active; AID 504467; also: potency is read from the fitted curve at half-maximal effect; % is scaled to controls: 0 for no effect and ±100 for the full control effect; nearly all actives have a fitted effect of over 55% in size
#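 Cells (2,000 per well) received 5-fluorouridine plus test compound or DMSO and were incubated 16 hr at 37 °C, 5% CO2. Luciferase activity was read by luminescence 30 min after ONE-Glo addition; signal suppression marked inhibition of damage-induced ELG1 function.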
# Rab9 prom act: Rab9 promoter activation; Huh7 Rab9 promoter-luciferase reporter, luminescence, 24 h; Potency, µM (series often up to 9.22 µM), for inactives: top-dose activation, negative = inhibition, usual class: activators; 320,000 tested, 2.8% active; also: potency is read from the fitted curve at half-maximal effect; % of control where 0% means no effect; nearly all actives have a fitted effect of over 60% in size
#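 Quantitative HTS format; Huh7 Rab9-luciferase reporter cells (1500/well) receive compound 2 h post-plating, incubate 24 h at 37 °C, then get luciferase reagent for 10 min before luminescence reading.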
# NPC1 promoter act: NPC1 promoter activation. Huh7 NPC1 promoter luciferase reporter, 24 h. Potency, µM (titrated, usually from 9.22 µM), for inactives: at the top dose activation, actives largely listed as activators. 320,000 tested, 2.4% active. AID 485313;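 also: potency is read from the fitted curve at half-maximal effect; % of control where 0% means no effect; nearly all actives have a fitted effect of over 60% in size; reporter is driven by a mutant NPC1 promoter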
#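 Compounds in DMSO were transferred onto Huh7 NPC1-luciferase reporter cells pre-incubated 2 h; after 24 h at 37 °C, Amplite reagent was dispensed and luminescence recorded 10 min later.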
# VP16 counter: Gal4-VP16 reporter inhibition counter-screen; Drosophila S2 Gal4-VP16 UAS-luciferase, luminescence, 20 h; Potency, µM (top dose mostly 53.6 µM), for the others: at the highest dose activity, negative = inhibition, hits mostly inhibitors; AID 2546; 310,000 tested, 3.5% active;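 also: Gal4-VP16 expression switched on by copper sulfate through the metallothionein promoter; potency is read from the fitted curve at half-maximal effect; % is scaled to controls: 0 for no effect and ±100 for the full control effect; nearly all actives have a fitted effect of over 50% in size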
# * = called active by the depositor; ? = inconclusive; / = no result given; [ ] = dose if it differs, or a comment. Unless noted, calls follow the shape of the dose curve; as a rule, active = well fitted curve in the direction sought with a large enough effect; inconclusive = small, poorly fitted or top-dose-only effect, or another doubt; inactive = no such curve, though single readings can be large; an effect the other way counts as inactive or inconclusive.
Molecule,RORg inh,TRPV1 ag,Tb PFK inh,ELG1 genotoxic,FLuc counter,p53 reactivation,BRCA1 expr act,ELG1 DNA repair,Rab9 prom act,NPC1 promoter act,VP16 counter
O=C(Cc1ccc(-n2c(=O)c3ccccc3n(Cc3cccc([N+](=O)[O-])c3)c2=O)cc1)NCC1CCCO1 (centres undefined),?,-4.6,0.0%,-3.4%,5.9%,-18.0%,/,?,0.5%,-5.3%,2.5%
Cc1nc(-c2ccc(F)cc2)c(CC(=O)N(C)CC(=O)Nc2ccccc2C(F)(F)F)s1,/,1.9,-6.8%,-4.0%,-0.7%,-1.8%,-8.8%,0.2%,1.1%,-0.4%,/
CC(=O)Nc1cccc(C(=O)OCN2C(=O)c3ccccc3C2=O)c1,-24.6%,9.1,-10.3%,1.8%,-1.0%,-1.9%,-0.2%,16.7%,0.0%,-4.7%,-7.7%
CN(C)C(C)(C)C#CCCCCC#CC(C)(C)N(C)C,?,-0.5,-1.0%,0.1%,-0.2%,0.9%,-1.4%,-2.6%,1.5%,0.1%,-10.6%
CCS(=O)(=O)N1CCCC(C(=O)NCCc2ccccc2)C1 (centres undefined),5.9%,2.3,4.8%,2.4%,2.2%,-0.4%,11.1%,1.9%,-2.4%,3.0%,7.8%
CC(C)(C)n1nnnc1C(c1cccs1)N1CCCc2ccccc21 (centres undefined),14.4%,1.2,/,/,-3.7%,/,-32.9%,/,/,/,12.1%
Cc1c(CCO)c(=O)[nH]n1S(=O)(=O)c1cccc(C(F)(F)F)c1,-5.0%,25.9,-1.5%,4.2%,1.8%,-15.0%,19.6%,1.2%,2.4%,-3.8%,0.0%
c1ccc(-c2nc3ccccc3c3nncn23)cc1,-21.3%,4.5,0.7%,5.1%,4.9%,4.0%,-38.4%,13.6%,0.0%,0.9%,-3.1%
COc1ccc(N2CCN(C(=O)c3ccc4c(c3)NC(=O)C(CSCc3cccc(F)c3)N4)CC2)cc1 (centres undefined),-0.7%,-3.7,-6.4%,2.8%,3.2%,9.0%,/,2.0%,0.2%,-0.2%,-8.0%
Cc1ccc(NC(=O)CSc2nnc(Cc3csc(C)n3)o2)cc1,/,3.9,-9.6%,5.0%,-11.9%,11.5%,16.4%,?,5.1%,6.1%,/
O=C(COC(=O)/C=C/c1cccs1)NC1CC1,-4.5%,-0.5,-0.6%,0.1%,-1.5%,3.8%,0.9%,-18.5%,-1.4%,1.5%,-17.3%
CC(C)C(=O)Nc1nnc(Cc2ccccc2)s1,21.3%,6.5,1.9%,-2.3%,-1.1%,8.2%,23.0%,?,12.9%,14.7%,8.0%
C=CCNC(=S)Nc1ccc(C)c(S(=O)(=O)N2CCCCC2)c1,11.2µM*,9.8,-8.6%,-3.5%,-3.5%,0.0%,-11.9%,-13.5%,-0.8%,-2.6%,-1.5%
Cc1ccc(NC(=O)c2cnn(-c3ccccc3)c2C)cc1C,5.01µM*,2.9,-4.0%,?,0.338µM*,0.3%,?,?,0.631µM*,0.398µM*,?
COc1ccc(-n2nc(C(=O)NCC(=O)NCc3ccco3)c3ccccc3c2=O)c(OC)c1,27.3%,-2.2,-5.2%,5.0%,-0.5%,-7.5%,0.3%,-5.7%,-1.5%,-1.3%,-2.1%
CC1CCN(C(=S)c2cccc(O)c2)CC1,-14.6%,0.9,-7.2%,3.3%,-1.0%,-1.7%,23.6%,-7.8%,-2.8%,1.1%,-0.3%
COc1cc(NS(=O)(=O)c2ccc(NS(=O)(=O)c3ccccc3)cc2)nc(OC)n1,22.1%,-2.0,5.7%,-2.7%,-0.9%,1.1%,-10.2%,-10.6%,-5.2%,1.1%,-2.9%
CCCC(c1nnnn1C1CCCCC1)N1CCN(c2ncccn2)CC1 (centres undefined),20.7%,4.7,-3.5%,2.5%,6.0%,-2.5%,-1.9%,11.4%,-0.9%,-3.5%,3.2%
C#CCOCCOCCOCCNc1nc(N2CCOCC2)nc(N2CCN(C(=O)[C@H]([C@@H](C)CC)n3cc([C@@H](N)Cc4ccc(O)cc4)nn3)CC2)n1,7.0%,2.6,13.3%,-0.7%,-2.5%,-0.5%,-5.7%,3.7%,1.3%,-7.3%,3.0%
N#C/C(=C1\CCCN1)c1ccc2ccccc2n1,-10.3%,-3.0,0.3%,-9.4%,-5.4%,0.9%,-12.5%,0.0%,11.5%,6.3%,1.6%
CCN(CCCNS(=O)(=O)c1cc(-c2cc(C)no2)ccc1C)Cc1ccccc1,-7.3%,17.0,0.6%,0.9%[9.26 µM],0.9%,-0.4%,-24.4%,-24.6%,-4.9%,1.3%,-2.5%
Cc1cc(C)n(-c2nc3c(c(=O)[nH]c(=O)n3C)n2Cc2cccc(Br)c2)n1,13.1%,-1.4,2.9%,-7.4%,0.0%,-4.4%,-46.3%,0.0%,10.4%,11.3%,-3.0%
CCc1ccc(N(CC(=O)O)S(=O)(=O)c2c(C)noc2C)cc1,4.7%,-2.7,4.3%,4.1%,1.4%,-0.4%,0.0%,12.7%,1.8%,0.4%,-0.7%
COc1ccccc1C(=O)NNC(=O)C(=O)NC(C)(C)C,?,3.2,3.9%,-16.9%,1.2%,1.7%,-25.5%,?,12.2%,9.4%,-18.0%
S=C(NCc1ccccc1)NC1CCCc2ccccc21 (centres undefined),2.51µM*,?,-3.1%,-4.6%,2.4%,-0.5%,-19.9%,?,-2.3%,0.1%,11.2µM*
CCOC(=O)c1cnc(-n2nc(C)cc2C)nc1-n1nc(C)cc1C,-42.3%,4.8,1.0%,4.4%,-15.7%,-3.8%,-13.5%,9.2%,1.1%,-1.6%,8.1%
Cc1cc2c(ncn2Cc2ccccc2)c(N)c1C,?,0.5,-2.8%,1.2%,-4.4%,-0.8%,-19.4%,-14.4%,-2.6%,-0.1%,-22.4%
CC(=O)N/C(=C/c1ccc(OC(F)F)cc1)C(=O)O,-1.8%,-2.5,0.2%,1.4%,-0.2%,-1.7%,0.5%,4.7%,-3.6%,-3.3%,-9.2%
Cn1c(N)c(C(=O)CSc2ccccn2)c(=O)n(C)c1=O,24.6%,5.0,-1.1%,?,?,?,49.3%,?,25.5%,19.3%,1.4%
Cc1cc(CN(C)C(=O)c2ccc(OC3CCN(Cc4ccccn4)CC3)cc2)on1,-16.1%,0.8,3.1%,-0.9%,-0.1%,9.4%,-13.3%,-2.8%,-0.6%,1.1%,0.9%
O=C(NCCCNC1CCCCC1)c1ccc(/C=N/O)nc1,-35.8%,-6.0,-5.8%,7.6%,-2.0%,?,26.2%,?,12.0%,6.7%,-3.1%
COCC(C)NCc1ccc(C)cc1C (centres undefined),0.6%,-2.0,5.3%,-3.9%,-2.0%,-3.2%,-1.8%,9.5%,-5.2%,0.0%,-6.8%[0.365 µM]
CCC(=O)N1CCN(C(=O)CC)C1c1ccccc1,1.8%,1.1,-0.6%,1.1%,-0.4%,-3.5%,3.6%,7.6%,11.3%,11.4%,-1.6%
COC(=O)c1sc(C(C)(C)C)cc1CS(=O)(=O)c1ccccn1,6.6%,27.8,-3.0%,-0.3%,1.6%,-2.7%,-4.4%,16.4µM*,-3.5%,12.5%,2.2%
Cc1ccccc1NS(=O)(=O)c1ccc(OCC(=O)NCc2ccccn2)cc1,7.9%,4.0,-6.2%,0.4%,0.5%,-5.1%,-13.6%,3.1%,-1.6%,0.3%,-4.5%
COc1ccccc1CNC(=O)c1cn(C)c2ccc(S(=O)(=O)N3CCCC3)cc2c1=O,17.5%,?,-0.9%,-1.7%,-1.3%,1.3%,-27.6%,-16.3%,1.0%,-3.0%,-17.6%
Nn1c(SCC(=O)N2CCOCC2)nnc1-c1ccco1,-11.4%,-2.8,0.2%,-0.3%,0.3%,8.9%,-10.9%,?,-2.6%,?,6.2%
Cc1ccc(S(=O)(=O)Nc2ccc3ncccc3c2)cc1,-8.1%,-0.1,0.5%,-4.6%,-1.8%,6.6%,-53.7%,29.3%,-21.1%,-9.4%,17.8µM*

# Single records, as listed above. Order of screens: RORg inh	TRPV1 ag	Tb PFK inh	ELG1 genotoxic	FLuc counter	p53 reactivation	BRCA1 expr act	ELG1 DNA repair	Rab9 prom act	NPC1 promoter act	VP16 counter
# Profile of `COc1ccccc1CNC(=O)c1cn(C)c2ccc(S(=O)(=O)N3CCCC3)cc2c1=O` → 17.5%	?	-0.9%	-1.7%	-1.3%	1.3%	-27.6%	-16.3%	1.0%	-3.0%	-17.6%
# Profile of `CC(=O)N/C(=C/c1ccc(OC(F)F)cc1)C(=O)O` → -1.8%	-2.5	0.2%	1.4%	-0.2%	-1.7%	0.5%	4.7%	-3.6%	-3.3%	-9.2%

# Screens: PubChem BioAssay, National Center for Advancing Translational Sciences (NCATS)
